# KDM5B inhibitor: inhibitors of human KDM5B histone demethylase; AID 1347165; Potency, µM (series often up to 57.7 µM), inactives show at the highest dose activity change, negative = inhibition, usual class: inhibitors; 220,000 compounds, 2.6% hits; KDM5B demethylase, FDH-coupled NADH fluorescence (FDH is formaldehyde dehydrogenase); Q9UGL1; active = well fitted inhibition curve with a large enough effect; inconclusive = small, poorly fitted or top-dose-only effect; inactive = no such curve, though single readings can be large or run the other way; also: 0% is about no effect; nearly all actives have a fitted effect of over 70% in size
# Target sequence (Q9UGL1 whole entry, looked up): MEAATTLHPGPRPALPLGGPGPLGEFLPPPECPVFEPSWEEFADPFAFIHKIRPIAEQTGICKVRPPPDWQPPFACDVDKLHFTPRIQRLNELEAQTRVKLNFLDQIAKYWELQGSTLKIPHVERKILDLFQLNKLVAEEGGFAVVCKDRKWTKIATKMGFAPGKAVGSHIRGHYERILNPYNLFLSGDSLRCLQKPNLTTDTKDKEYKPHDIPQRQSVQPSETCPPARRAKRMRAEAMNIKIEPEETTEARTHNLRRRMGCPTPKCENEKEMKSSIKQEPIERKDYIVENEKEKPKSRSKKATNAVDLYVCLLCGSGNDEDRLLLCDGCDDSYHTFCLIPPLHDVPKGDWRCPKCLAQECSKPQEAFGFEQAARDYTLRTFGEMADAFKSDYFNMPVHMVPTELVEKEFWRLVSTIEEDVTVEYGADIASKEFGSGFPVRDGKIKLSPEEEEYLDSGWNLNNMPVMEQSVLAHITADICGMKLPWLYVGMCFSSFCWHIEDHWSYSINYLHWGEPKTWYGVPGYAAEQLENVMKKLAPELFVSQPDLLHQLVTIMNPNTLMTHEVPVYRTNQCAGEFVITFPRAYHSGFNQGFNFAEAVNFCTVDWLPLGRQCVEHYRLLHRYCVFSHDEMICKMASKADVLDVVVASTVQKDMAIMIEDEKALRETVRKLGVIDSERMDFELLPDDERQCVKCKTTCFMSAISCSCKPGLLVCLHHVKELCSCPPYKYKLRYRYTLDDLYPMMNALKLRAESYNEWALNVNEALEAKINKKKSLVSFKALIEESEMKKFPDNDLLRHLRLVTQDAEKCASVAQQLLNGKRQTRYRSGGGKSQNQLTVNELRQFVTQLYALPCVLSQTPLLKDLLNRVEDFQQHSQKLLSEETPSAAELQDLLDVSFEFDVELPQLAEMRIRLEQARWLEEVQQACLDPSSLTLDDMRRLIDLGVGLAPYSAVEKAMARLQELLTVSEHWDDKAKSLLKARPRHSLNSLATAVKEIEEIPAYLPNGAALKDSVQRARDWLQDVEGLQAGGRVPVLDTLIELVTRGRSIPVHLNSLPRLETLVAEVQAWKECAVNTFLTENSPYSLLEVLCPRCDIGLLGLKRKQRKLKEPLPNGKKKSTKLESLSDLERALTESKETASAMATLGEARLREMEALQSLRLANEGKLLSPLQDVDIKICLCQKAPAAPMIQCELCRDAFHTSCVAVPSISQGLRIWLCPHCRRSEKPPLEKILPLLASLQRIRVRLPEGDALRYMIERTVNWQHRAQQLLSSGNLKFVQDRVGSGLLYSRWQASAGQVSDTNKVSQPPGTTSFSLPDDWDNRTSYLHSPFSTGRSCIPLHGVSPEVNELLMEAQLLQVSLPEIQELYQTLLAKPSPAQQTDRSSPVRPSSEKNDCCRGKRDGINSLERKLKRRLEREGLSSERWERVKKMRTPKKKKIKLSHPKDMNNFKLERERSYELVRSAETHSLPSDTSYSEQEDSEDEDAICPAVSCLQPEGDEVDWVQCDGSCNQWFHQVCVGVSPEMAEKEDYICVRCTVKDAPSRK
#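 Measured: NADH fluorescence change, 30 min, RT. System: KDM5BΔAP 200 nM final, H3K4me3 peptide, α-KG, Fe(II), ascorbate, NAD⁺ plus FDH, pH 7.5 HEPES. Compounds: titrated, 10 min pre-incubation with enzyme.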
# Active calls of the source: *; i = inactive; u = inconclusive; & = joins results of further samples; [ ] = dose if it differs, or a comment. Potency is read from the fitted curve at half-maximal effect. The list is partial (hit frequency here may not be typical).
SMILES,KDM5B inhibitor
COc1ccccc1CNC(=O)CCNS(=O)(=O)c1cccc2nsnc12,-1.3%
COCCN1CCC(CN(Cc2ccncc2)C(=O)c2scnc2C)CC1,15.9%
CC(C)CCNC(=O)c1cnc2c(c1)N(Cc1ccccc1)CCC2,u
CC(C)C1CN(C(=O)CNC(=O)N(C)C)CCCN1Cc1ccc(F)cc1 (centres undefined),13.4%
Cc1ccc(C2Cn3nnc(C(=O)N4CCC(C(=O)NCc5ccccn5)CC4)c3CO2)cc1 (centres undefined),22.5%
CC1CCC(NC(=O)c2cc3ccccc3c(Cl)n2)CC1 (centres undefined),11.4%
CC(=O)N1CC2(Cc3ccccc31)CN(C(=O)Nc1ccc(Cl)cc1)C2,24.6%
CCCOc1ccc(C(=O)CCN(C)C)cc1,u
O=C(NCCOc1ccccc1)C1CCCN(c2nc3ncccc3o2)C1 (centres undefined),u
CCOC(=O)/C=C/C(=O)OCC(=O)c1ccc(Cl)s1,-15.4%
COCCn1c(=O)n([C@H]2CCCN(S(=O)(=O)c3cn(C)cn3)C2)c2ncccc21,-1.6%
CCCNC(=O)NC[C@@H]1C=C(C)[C@H](Cc2nc3ccc(C(=O)OC)cc3[nH]2)C[C@H]1C(C)C,-26.7%
Cc1nn(C)c(C)c1CCC(=O)N1C[C@@H](Oc2ccccc2)C[C@H]1C(=O)NC1CC1,-6.2%
O=C(COc1ccc2c(-c3ccccc3)cc(=O)oc2c1)NC1CCCCC1,15.4%
N#C/C(=C/c1ccco1)C(=O)Nc1ccc(N2CCOCC2)cc1,15.0%
O=C(CCC1CCCC1)N1CCCCCC1CN1CCOCC1 (centres undefined),16.8%
CC(Cc1cccs1)NC(=O)C1CCCO1 (centres undefined),35.0%[activator]
COc1cccc(CNC(=O)CN2C(=O)NC3(CCC(C)CC3)C2=O)c1 (centres undefined),-14.1%
COc1ccc2[nH]cc(C(C(=O)O)N3CCN(Cc4cccc5ccccc45)CC3)c2c1 (centres undefined),15.0%
COc1ccc(CNC(=O)CCCc2cn(C)c3ccccc23)c(OC)c1,u
Cc1ccc(S(=O)(=O)NCc2ccccc2S(=O)(=O)N2CCCCC2)cc1C,11.9%
CSc1nnc([C@H](C)NC(=O)OC(C)(C)C)o1,-7.9%
CC(C)c1ccc(CCNC(=O)CCNC(=O)c2ccc(Br)cc2)cc1,34.7%
CCOC(=O)c1cccc(NC(=O)NCc2ccc3c(c2)CCN3C(=O)CC)c1,-23.0%
CC(=O)NC1(C)CCN(Cc2ccc(-c3cccc(C(F)(F)F)c3)cc2)C1 (centres undefined),u

# Filtered by structure, the compounds so far containing an NH in an aromatic ring.
SMILES,KDM5B inhibitor
CCCNC(=O)NC[C@@H]1C=C(C)[C@H](Cc2nc3ccc(C(=O)OC)cc3[nH]2)C[C@H]1C(C)C,-26.7%
COc1ccc2[nH]cc(C(C(=O)O)N3CCN(Cc4cccc5ccccc45)CC3)c2c1 (centres undefined),15.0%

# Next records follow:
SMILES,KDM5B inhibitor
O=C(CCc1ccc(O)cc1)N1C[C@@H](CN2CCOCC2)[C@@H](CO)C1,-17.6%
COc1ccc(CNC(=O)[C@@H]2Cc3c[nH]c4cccc(c34)[C@H](CC(C)C)N2)cc1,u
CNC(=O)c1cccc(-c2cnc(Nc3ccc(F)c(Cl)c3)c3c2CCO3)c1,35.5µM*
C/C(=C\c1cccc(Cl)c1)C(=O)c1c(C)cc(C)[nH]c1=O,-0.4%
CCS(=O)(=O)N1CCCc2cc(C(=O)Nc3cccc(C(C)=O)c3)ccc21,u
O=C(Nc1oc2ccccc2c(=O)c1-c1ccc(F)cc1)c1ccccc1,1.1%
O=C(O)CCC(=O)Nc1cc(C(F)(F)F)cc(C(F)(F)F)c1,29.9%
COc1ccc(Nc2ccc3c(n2)CN(Cc2ccccc2F)C(=O)CO3)cc1,35.5µM*
CCc1ccc(NC(=O)c2ccc(F)c(S(=O)(=O)N3CCN(c4cc(C)ccc4C)CC3)c2)cc1,-11.2%
Cc1cccc(Cn2c(NCCN3CCOCC3)nc3c2c(=O)n(C)c(=O)n3C)c1,3.7%
Cc1nc(SCC(=O)Nc2ccc(Cl)cc2C(F)(F)F)[nH]c(=O)c1Cc1ccccc1,u
O=C(NC1CCCCC1)c1ccccc1-c1ncc(-c2ccccc2F)o1,u
Cc1ccccc1NC(=O)c1cccc(C(=O)Nc2ccccc2C)c1,-0.5%
Nc1ncncc1-c1noc([C@@H]2CCCN2Cc2cnc3ccccc3c2)n1,-3.9%[86.2 µM]
CCOc1ccccc1NC(=O)N1CCC2(CC1)CC(Cc1nc(COC)no1)CCO2 (centres undefined),-9.7%
CCOC(=O)c1oc2ccccc2c1COC(=O)CNC(=O)c1ccccc1,-6.0%&-39.6%
Cc1ccc(NC(=S)NCCC2=CCCCC2)cc1F,1.2%
Fc1ccccc1/C=N/NC(=S)NCc1ccccc1,9.3%
O=C(O)c1ccc(S(=O)(=O)N(Cc2ccccc2)Cc2ccccc2)cc1,8.3%
O=C(NCc1ccnc2[nH]ccc12)c1cccc(Cl)c1,35.5µM*
COc1ccc(CNC(=O)c2cc3cc(C)ccc3[nH]2)cc1,u
Cc1ccc(-n2c(=O)c3oc4ccccc4c3n(Cc3ccccc3)c2=O)cc1C,2.4%
COc1ccc(N2CC3CCC(C2)N3CC2CCCC2)cc1,0.2%[149 µM]
O=C(Nc1ccc2ncnc(N3CCCC3)c2c1)c1ccc(Cl)s1,u
CC(C)c1nc2c(c(-c3ccc(Cl)cc3)n1)CN(C(=O)c1ccccc1)CC2,0.1%
# (listing goes on)
SMILES,KDM5B inhibitor
CN(C)c1nc(-c2cn(CCC#N)c3ccccc23)cs1,u
Cc1ccc(N2CCN(S(=O)(=O)c3ccccc3Cl)CC2)cc1Cl,-17.0%
Cc1noc2ncnc(SCc3ccc(C(F)(F)F)cc3)c12,18.9%
CC(NC(=O)CNC(=O)c1ccc(N2CCCC2=O)cc1)c1ccc(Cl)cc1Cl (centres undefined),-13.4%
CCCN(CC(=O)Nc1ccccc1C)C(=O)C1CCCN(C(=O)c2ccc(Cl)cc2)C1 (centres undefined),2.7%
COc1ccc(CNC(=O)c2cc(Nc3ccc(C)cc3C)nc3ccccc23)cc1,-17.1%
CC(C)(C)c1ccc(SCC(=O)NC(C)(C#N)C2CC2)cc1 (centres undefined),11.2%
CC(=O)N1CCN2C(=O)N([C@@H](C)c3ccccc3)C(=O)[C@@H]2C1,46.3%[activator][86.2 µM]
COCCCn1c(C)cnc1C1CCNC1 (centres undefined),6.7%
C/C(=N/Nc1ccc(S(N)(=O)=O)cc1[N+](=O)[O-])c1ccc(Br)s1,4.8%
Cc1cccc(Nc2nc3c(S(=O)(=O)c4ccc(Br)cc4)nnn3c3ccsc23)c1C,u
COc1ccc(F)c(CN2CCCC(O)(CN3CCC(CO)CC3)C2=O)c1 (centres undefined),16.8%
CCOC(=O)CCCNC(=O)COC(=O)c1nn(C)c(=O)c2ccccc12,25.0%
CN(C)[C@@H]1CO[C@H](CNC(=O)c2cccs2)[C@H]1O,u
O=C1NCCCCCN(S(=O)(=O)c2ccc3c(c2)OCCO3)[C@H]2CCC[C@@H]12,-5.1%
COc1cc(C(=O)Nc2ccccc2-c2nc(-c3ccc(C)cc3)no2)cc(OC)c1OC,u
COC(=O)c1ccc2c(c1)nc1n2[C@@H](CNCc2ccc(F)c(F)c2)COC1,-4.3%[86.2 µM]
CCOCC(=O)N1CCC(Nc2nccnc2OC)CC1,28.2µM*
CCOc1ccc(S(=O)(=O)Nc2ccc3c(c2)c(C(C)=O)c(C)n3S(=O)(=O)c2ccc(OCC)cc2)cc1,-36.9%
CCC(=O)Oc1cccc2cc(-c3nc(-c4ccc(Cl)cc4)no3)c(=O)oc12,1.7%
CS(=O)(=O)N1CCCCC1C(=O)NC1CCCCCCC1 (centres undefined),-4.4%
O=C(Nc1cccc(Cl)c1)c1ccc2nc(Cc3ccccc3)oc2c1,u
COc1ccc(NC(=O)c2ccc3c(c2)N(C)C2CCCCCN2C3=O)cc1OC (centres undefined),u
COc1cccc(N2C(=O)NC(=NC3CCCCC3)C23CCN(C(C)=O)C3)c1 (centres undefined),-0.9%
Cc1noc(-c2ccc(OC3CN(C(=O)c4cccc5[nH]ccc45)C3)cc2)n1,28.2µM*

# Seven structures already listed, arranged by number of heavy atoms, highest first.
SMILES,KDM5B inhibitor
CCOc1ccc(S(=O)(=O)Nc2ccc3c(c2)c(C(C)=O)c(C)n3S(=O)(=O)c2ccc(OCC)cc2)cc1,-36.9%
CCCN(CC(=O)Nc1ccccc1C)C(=O)C1CCCN(C(=O)c2ccc(Cl)cc2)C1 (centres undefined),2.7%
COc1ccc(CNC(=O)c2cc(Nc3ccc(C)cc3C)nc3ccccc23)cc1,-17.1%
COc1ccc(NC(=O)c2ccc3c(c2)N(C)C2CCCCCN2C3=O)cc1OC (centres undefined),u
CC(NC(=O)CNC(=O)c1ccc(N2CCCC2=O)cc1)c1ccc(Cl)cc1Cl (centres undefined),-13.4%
CCC(=O)Oc1cccc2cc(-c3nc(-c4ccc(Cl)cc4)no3)c(=O)oc12,1.7%
Cc1noc2ncnc(SCc3ccc(C(F)(F)F)cc3)c12,18.9%

# Going on with the list.
SMILES,KDM5B inhibitor
O=C(CN1C(=O)C2(SCC(=O)N2c2ccc(F)c(F)c2)c2ccccc21)Nc1cccc(Cl)c1 (centres undefined),-16.4%
Cc1ncc(CO)c2c1Oc1nc(-c3ccc(F)cc3)nc(SCc3ccc(F)cc3Cl)c1C2,-6.4%
COc1cc(NC(=O)Cn2c(C)cc3nc4n(c(=O)c32)CCCC4)cc(OC)c1,21.1%
COc1ccc(-c2nc(SCC(=O)Nc3ccc4c(c3)OCO4)c(-c3ccc(OC)cc3)[nH]2)cc1,4.3%
COc1ccc(-c2cc3c(ccn3C)c(C(=O)NCCc3cnc[nH]3)n2)cn1,35.5µM*
COc1cccc(-c2nc(N3CCOCC3)cc3c2CN(CC2CC2)C3=O)c1,39.8µM*
Cc1ccccc1-c1noc(-c2ccc(NC(C)c3cnn(C)c3)nc2)n1 (centres undefined),28.2µM*
Cc1ccccc1CN1c2ccccc2-c2nc(SCC(N)=O)ncc2S1(=O)=O,u
Cn1ncc2c(C(=O)N3CCC(C#N)CC3)cc(-c3cccnc3)nc21,u
COC(=O)c1cn(CC(=O)Nc2ccccc2)c2ccccc12,-16.3%
O=C(c1c(OCC2CC2)cc(=O)n2c1CCOCC2)N1CCOCC1,23.8%
CN(C)C(=O)c1ccn2cncc2c1,35.5µM*
CN1CCc2nc(NC(=O)CCn3c(=O)oc4ccccc43)sc2C1,-8.2%
CCN(CC)CCCC(C)NCC1CC2C=CC1C2 (centres undefined),u
N#Cc1ccccc1NC(=O)COC(=O)CCc1ccccc1,12.2%
COc1ccc(CNC(=O)[C@@H]2Cc3cn(CC4CC4)c4cccc(c34)[C@H](CC(C)C)N2)cc1,u
O=C1CCCCC(CNC(=O)c2n[nH]c(=O)c3ccccc23)N1 (centres undefined),-11.0%
Cc1ccc(C(=O)N2CCC([C@@H]3CNC[C@H]3CO)CC2)cc1F,-21.7%
Cc1cc(C)c(-c2cc(C(=O)Nc3cccc(C(F)(F)F)c3)[nH]n2)c(O)c1,17.0%
CN(CCNC(=O)C1CCN(CC(F)(F)F)CC1)C1CC1,16.7%
CC(C)(C)c1cc(NC(=O)c2cccc(Br)c2)no1,11.6%
CN(N)c1nc(N2CCCC2)nc(N2CCCC2)n1,29.0%
Cc1ccc(-c2nnc(C3CN(C(=O)c4cnc(C)cn4)CC34CCOCC4)o2)cc1 (centres undefined),17.8%
COC(=O)CC(NC(=O)N1CCc2c(nc(-c3ccccc3)[nH]c2=O)C1)c1ccccc1 (centres undefined),-3.2%
COc1ccccc1-c1cc2c(ccn2C)c(C(=O)NCC2CCN(C)C(=O)C2)n1 (centres undefined),i

# Next part; it opens with the 2 that closed the last part.
SMILES,KDM5B inhibitor
COC(=O)CC(NC(=O)N1CCc2c(nc(-c3ccccc3)[nH]c2=O)C1)c1ccccc1 (centres undefined),-3.2%
COc1ccccc1-c1cc2c(ccn2C)c(C(=O)NCC2CCN(C)C(=O)C2)n1 (centres undefined),i
Cc1ccc([N+](=O)[O-])cc1S(=O)(=O)Nc1ccc(C(=O)NCC2CCCO2)cc1 (centres undefined),26.7%
Cn1c(=NC(=O)c2ccc(F)cc2)sc2cc(Br)ccc21,-18.9%
O=[S+]1([O-])NCC2(CCN(Cc3ccsc3)C2)Nc2ccccc21 (centres undefined),u
Cc1cc(C)cc(-n2c(C)cc(C(=O)C(=O)Nc3ccccc3F)c2C)c1,-27.8%
CC(=O)NC1CCN(Cc2cc3ccc(C)cc3[nH]c2=O)C1 (centres undefined),u
CC1(C)CC(=O)c2cc(C#N)c(=O)n(-c3ccc(F)cc3)c2C1,u
Cc1ccc(-c2nc(NC(=O)CSc3cc(C)c4ccccc4n3)ns2)cc1,13.1%
O=C(CCc1ncc(-c2ccccc2)o1)Nc1ccccn1,-9.0%
O=C(Nc1ccccc1O)c1nn(-c2ccccc2)c(=O)c2ccccc12,-3.5%
CC(C)c1ccc(CNC(=O)c2ccc3c(c2)N(C)C2CCCCN2C3=O)cc1 (centres undefined),u
O=C(O)/C=C/c1ccc(-c2ccccc2)o1,u
CC(C)Cn1c(N)c(C(=O)COC(=O)c2nccnc2N)c(=O)n(C)c1=O,i
CNC(=O)COc1ccc(Nc2nnc(C)c3ccccc23)cc1,2.6%
COCCNC(=O)[C@@H]1C[C@H](Oc2cccnc2)CN1C(=O)CC1CCN(C(C)=O)CC1,-20.0%
Fc1ccc(-c2cnc(CSc3nnc(N4CCCC4)s3)o2)cc1,-3.3%
COc1cccc(NC(=O)N2CCCC(Cn3c(C)nc4cccnc43)C2)c1 (centres undefined),-5.3%
O=C(c1ccc2c(c1)OCO2)N1CCN(c2nnc3ccccn23)CC1,25.1µM*
CCOc1ccccc1CNC(=O)CN1C(=O)CSc2ccc(S(=O)(=O)N3CCOCC3)cc21,-31.7%
COCC(=O)Nc1ccc(-c2noc([C@@H]3CCCN3Cc3ncc[nH]3)n2)cn1,39.8µM*
